PI4K2A block – qHTS for small molecular inhibitors of PI4K2A. Phosphatidylinositol 4-kinase type 2-alpha (Homo sapiens), Q9BTU6. purified PI4K2A, ADP-Glo luminescence, 1 h; hits give low values. activity change, negative = inhibition, % at 76.9 µM. actives 0.13% (n = 420,000); in the data active means activity change below about -50%; inconclusive means mostly about -30% to -49%;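 further: -100% = wells without enzyme as full effect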
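In this quantitative HTS, ADP production by PI4K2A was quantified luminescently after 1 h at ambient temperature; 100 microM adenosine served as plate-quality control.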
ERG Ets-DNA blk – qHTS for Small Molecule Inhibitors of the ERG Ets/DNA interaction; fluorescence polarization, His-ERG Ets domain / labelled DNA; Potency, µM (titrated, usually from 76.9 µM), for inactives: at the top dose FP activity, negative = inhibition, actives largely listed as inhibitors; actives 0.028% (n = 370,000); AID 624246, 2012; active means well fitted inhibition curve with a large enough effect in the polarisation, with a control signal flat; inconclusive means small, poorly fitted or top-dose-only effect, or effect the other way, or a change in a side signal; inactive means no such curve, though single readings can be large or run the other way; the % refers to the polarisation;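 further: polarization taken with two DNA probes labelled with fluorescein and Texas red; potency means the concentration at half of the fitted maximal effect; % of control where 0% means no effect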
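His-tagged ERG Ets domain (1 uM in the protein solution; 300mM KCl, 50mM Tris-HCl, 1mM EDTA, 1mM DTT, pH 7.5) received compound, then a probe mix of 5 nM fluorescein-DNA and 100nM Texas-615-DNA. Fluorescence polarization was read for both dyes.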
G9a block – qHTS Assay for Inhibitors of Histone Lysine Methyltransferase G9a | G9a H3K9 monomethylation, AlphaScreen, 2 h | Potency, µM (titrated, usually from 102 µM), for the others: top-dose activity, negative = inhibition, most hits filed as inhibitors | actives 8.8% (n = 350,000); further: potency means the concentration at half of the fitted maximal effect; on the % scale 0 is the no-effect control and ±100 the full control effect; nearly all actives have a fitted effect of over 75% in size
Target sequence (Q96KQ7 913-1193 limits assumed): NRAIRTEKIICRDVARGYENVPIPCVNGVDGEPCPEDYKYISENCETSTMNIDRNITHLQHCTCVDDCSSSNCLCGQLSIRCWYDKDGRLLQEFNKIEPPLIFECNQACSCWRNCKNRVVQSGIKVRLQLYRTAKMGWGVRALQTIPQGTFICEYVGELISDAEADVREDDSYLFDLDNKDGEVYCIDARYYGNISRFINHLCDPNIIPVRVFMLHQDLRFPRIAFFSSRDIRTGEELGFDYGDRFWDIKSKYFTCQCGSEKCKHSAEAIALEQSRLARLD
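Chemiluminescent proximity detection of H3K9 monomethylation, read after 10 min bead incubation in the dark. Reaction: 20 nM G9a, 500 nM biotin-H3K9 peptide, 20 uM SAM cofactor, 2 h, room temperature, following 15 min enzyme-compound preincubation.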
12-LOX inh – Primary qHTS assay for inhibitors of human arachidonate 12S-lipoxygenase (ALOX12): Round 2; Polyunsaturated fatty acid lipoxygenase ALOX12 (Homo sapiens), P18054; purified 12hLO, xylenol orange hydroperoxide absorbance; Potency, µM (top dose mostly 108 µM), for inactives: top-dose activity change, negative = inhibition, actives largely listed as inhibitors; actives 1.1% (n = 580,000); AID 1671190, 2021; further: potency means the concentration at half of the fitted maximal effect; on the % scale 0 is the no-effect control and ±100 the full control effect
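Purified human 12hLO at 150 nM in 25 mM Hepes, 0.01% Triton X-100, pH 7.0, preincubated 15 min at room temperature with compound. Reaction started with 40 uM arachidonic acid, 30 min at room temperature. Hydroperoxide measured by Fe-xylenol orange, 573/405 nm absorbance ratio.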
GLS inh – qHTS for Inhibitors of Glutaminase (GLS). Glutaminase kidney isoform, mitochondrial (Homo sapiens), O94925. GLS enzymatic activity, qHTS titration. Potency, µM (series often up to 45.5 µM), inactives show top-dose activity change, negative = inhibition, hits mostly inhibitors. actives 0.21% (n = 410,000); further: potency means the concentration at half of the fitted maximal effect; on the % scale 0 is the no-effect control and ±100 the full control effect
Target sequence (O94925 whole entry, looked up, canonical isoform): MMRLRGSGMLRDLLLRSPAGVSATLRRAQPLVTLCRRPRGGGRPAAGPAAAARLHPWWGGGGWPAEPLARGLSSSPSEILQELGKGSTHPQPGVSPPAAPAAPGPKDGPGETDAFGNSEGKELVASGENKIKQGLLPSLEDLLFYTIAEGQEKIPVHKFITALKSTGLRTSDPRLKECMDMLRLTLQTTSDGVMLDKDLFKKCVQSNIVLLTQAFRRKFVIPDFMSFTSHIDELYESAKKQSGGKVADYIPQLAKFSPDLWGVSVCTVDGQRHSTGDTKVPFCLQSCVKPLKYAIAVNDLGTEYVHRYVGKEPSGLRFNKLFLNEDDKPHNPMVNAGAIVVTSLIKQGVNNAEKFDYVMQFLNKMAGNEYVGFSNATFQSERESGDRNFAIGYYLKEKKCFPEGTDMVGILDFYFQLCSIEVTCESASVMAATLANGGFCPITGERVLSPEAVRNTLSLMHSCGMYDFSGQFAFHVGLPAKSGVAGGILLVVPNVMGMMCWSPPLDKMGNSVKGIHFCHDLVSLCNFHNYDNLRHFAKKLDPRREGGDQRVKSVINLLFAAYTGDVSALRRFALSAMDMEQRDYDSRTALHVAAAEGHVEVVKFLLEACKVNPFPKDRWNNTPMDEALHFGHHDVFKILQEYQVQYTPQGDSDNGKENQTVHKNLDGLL
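hKGA; 45 mM KH2PO4 pH 8.2 + 0.02% Tween-20; cpd via pin tool; 1 mM Gln soln; GluOx/HRP/Amplex Red; RT 30 min; fluor. t0 & final.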
JMJD2A Tudor inh – qHTS Assay for Inhibitors of JMJD2A-Tudor Domain. AID 504339, 2011. Potency, µM (top dose mostly 114 µM), for the others: at the highest dose activity change, negative = inhibition, most hits filed as inhibitors. actives 4.4% (n = 390,000). Lysine-specific demethylase 4A (Homo sapiens), O75164. AlphaScreen JMJD2A-Tudor / H3K4me3 peptide binding; further: potency means the concentration at half of the fitted maximal effect; on the % scale 0 is the no-effect control and ±100 the full control effect; nearly all actives have a fitted effect of over 50% in size
HP1b binding inh – HTS for Inhibitors of HP1-beta Chromodomain Interactions with Methylated Histone Tails; Chromobox protein homolog 1 (Homo sapiens), P83916; AlphaScreen HP1-beta / biotin-H3K9me3 peptide binding; Potency, µM (doses to about 114 µM), inactives show top-dose activity change, negative = inhibition, most hits filed as inhibitors; actives 0.56% (n = 390,000); AID 540317, 2011; further: potency means the concentration at half of the fitted maximal effect; nearly all actives have a fitted effect of over 70% in size; inactives centre near 23
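HP1-beta protein (50 nM final) preincubated 30 min at room temperature with biotinylated H3(1-18)K9me3 peptide (50 nM) in PBS pH 7.4, 0.01% Tween-20, then compound added for 30 min. AlphaScreen streptavidin donor/nickel chelate acceptor beads (10 ug/mL final), 30 min dark, luminescence read.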
RGS4 inh – Inhibitors of Regulator of G Protein Signaling (RGS) 4: qHTS; Transcreener GDP fluorescence polarization, RGS4-accelerated GTP hydrolysis; AID 504845, 2011; actives 0.039% (n = 390,000); Potency, µM (doses to about 114 µM), without a hit: at the highest dose activity change, negative = inhibition, most hits filed as inhibitors; further: potency means the concentration at half of the fitted maximal effect; on the % scale 0 is the no-effect control and ±100 the full control effect; nearly all actives have a fitted effect of over 75% in size; some results filed as inactive show a strong effect at the top dose
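MLSMR compounds (23 nl, pin-transferred) preincubated 10 min at room temperature with a 500nM (2x) first reagent, then RGS4 at 900nM (2x) plus Transcreener GDP mix added; fluorescence polarization (620/688 nm) read before and after 90 min at 30 °C.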
BAZ2B inh – qHTS Assay for Inhibitors of BAZ2B. Bromodomain adjacent to zinc finger domain protein 2B (Homo sapiens), Q9UIF8. AlphaScreen BAZ2B-H3K14Ac peptide displacement. Potency, µM (titrated, usually from 114 µM), without a hit: top-dose activity change, negative = inhibition, most hits filed as inhibitors. actives 4.4% (n = 360,000). AID 504333, 2011; further: potency means the concentration at half of the fitted maximal effect; on the % scale 0 is the no-effect control and ±100 the full control effect; nearly all actives have a fitted effect of over 60% in size
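Compounds, titrated to a top concentration of 110 uM, were incubated 30 min at room temperature with preformed BAZ2B/acetyl-K14 H3 peptide complex (50 nM each). Proximity signal was measured by AlphaScreen after 20 min with beads.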
* hit, by the source's call; ? = inconclusive; · = not tested or not shown; [ ] = another dose, or the depositor's remark. Unless noted, the call rests on the fitted dose curve; in most records, active means well fitted curve in the direction sought with a large enough effect; inconclusive means small, poorly fitted or top-dose-only effect, or another doubt; inactive means no such curve, though single readings can be large; an effect the other way counts as inactive or inconclusive.

SMILES | PI4K2A block | ERG Ets-DNA blk | G9a block | 12-LOX inh | GLS inh | JMJD2A Tudor inh | HP1b binding inh | RGS4 inh | BAZ2B inh
O=C(COC(=O)/C=C/c1cccc(C(F)(F)F)c1)NC(c1ccccc1)c1ccccc1 | -2 | 10% | 3%[59 µM] | 8% | 2% | -11% | 20% | 8% | 9%
O=C(O)/C=C/C(=O)NCCCc1ccccc1 | 2 | 14% | 4% | ? | ? | ? | 17% | -69%[56.9 µM] | -4%
Cc1ccc(C)c(-n2c(SCC(=O)N3CCC(C(=O)O)CC3)nnc2-c2cccc(Cl)c2)c1 | -3 | -8% | ? | -2% | -2% | 4% | 39%[activator] | -26% | -21%
COCCNC(=O)c1cc(S(=O)(=O)N2CCCCC2)ccc1N1CCOCC1 | -1 | 0% | -44% | -4% | 5% | -4% | 24% | -27% | ?
Cc1cc(C)c(S(=O)(=O)/N=C2\C=CC(=O)C(Cl)=C2)c(C)c1 | -6 | 4% | 7.9µM* | · | 12% | 32µM* | ? | -39% | -12%
CCOC(=O)C1CCCN(C(=S)Nc2ccc(F)cc2)C1 (stereo unspecified) | 4 | -3% | -10% | ? | 8% | -1%[57.1 µM] | 12% | -3% | -35%
COC(=O)c1ccc(C)c(NC(=O)CN2C(=O)c3ccccc3S2(=O)=O)c1 | 8 | -6% | -1%[59 µM] | ? | 0% | 3% | 16% | -15% | 3%
O=C(CN1c2ccccc2S(=O)(=O)c2ccccc21)NCc1ccc(F)cc1 | -4 | 6% | · | -1% | -5% | -11% | 24% | 7% | -10%
Cc1ccc(Cc2cnc(NC(=O)c3ccco3)s2)cc1 | -2 | · | 2%[59 µM] | 19% | -7% | -29% | 4% | -7% | -27%
CC(C)(C)OC(=O)C[C@@H]1C/C=C\C[C@@H](CC(=O)N[C@@H](CO)Cc2ccccc2)C(=O)NCCOC1=O | -1 | -12% | · | -4% | 0% | -6% | 31% | 2% | ·
O=C1C(=O)N(c2ccccc2)C(c2ccccc2[N+](=O)[O-])/C1=C(\O)c1ccccc1 (stereo unspecified) | -23 | -6% | ? | ? | ? | -32% | ? | -3% | ?
OCCNCCCCCOc1ccc(F)cc1 | 1 | · | 5% | ? | -12% | -2% | 33% | 7% | 0%
COc1ccc(C(=O)C2CCCN(S(=O)(=O)c3ccccc3F)C2)c(C)c1 (stereo unspecified) | -8 | 10% | -9%[12.7 µM] | 0% | 0% | 10% | 58%[activator] | -5% | 1%
COc1cc(CN2CCN(CC3CC3)CC2CCO)cc(OC)c1 (stereo unspecified) | -13 | 2% | 27% | -5% | 0% | -8% | 14% | 5% | -10%
COc1cc(NC(=O)N[C@@H](Cc2c[nH]c3ccccc23)C(=O)O)c(C(=O)O)cc1OC | 2 | 10% | -9%[2.33 µM] | 2% | -9% | -7% | 8% | -5% | -3%
N#Cc1cc([N+](=O)[O-])ccc1NC(=O)COC(=O)C1CCC(=O)N1 (stereo unspecified) | -2 | 12% | · | -8% | 2% | -11% | 19% | -15% | ·
O=C(N=C1SC2CS(=O)(=O)CC2N1c1ccc(Cl)c(Cl)c1)C1CCCO1 (stereo unspecified) | 1 | 10% | 1% | 4% | -10% | -2% | 49%[activator] | -7% | -14%
C/C(=N\NC(=O)c1nnn(-c2nonc2N)c1CSc1ccc(Cl)cc1)c1ccco1 | -8 | -5% | · | -3% | 4% | -18% | 22% | -18% | -5%
O=C(Nc1cccc(-c2cn3cccnc3n2)c1)c1cccs1 | -1 | 6% | 14% | 10% | -2% | -16% | 23% | -43% | -2%
S=C(NCCc1ccccc1)Nc1cccc2cnccc12 | -18 | 7% | 50µM* | -21% | 0% | -30% | -8% | -30% | ?
Cc1ccc2c(cnn2C(=O)CCC(=O)NCc2cccc(Br)c2)c1 | 1 | 1% | · | -5% | -1% | -8% | 39% | 0% | 8%
Cc1ccccc1NS(=O)(=O)c1cc(C(=O)N2CCCC2)ccc1Cl | 3 | 10% | 0% | -60% | -1% | -2% | 24% | 10% | -8%
OCCC1CN(Cc2cnc(N3CCCC3)s2)CCN1C1CCCC1 (stereo unspecified) | 6 | 0% | · | -9% | 22% | -20% | 32% | 33% | -1%
COc1ccc(CCN2C(=O)CN=C2Nc2ccc(F)cc2)cc1OC | 2 | -6% | -33% | -30% | 10% | -22% | -12% | ? | ?
NCC(c1ccccc1)(c1ccccc1)c1ccccc1 | 4 | -14% | -5%[59 µM] | 17% | -12% | 1% | 36% | -23% | -4%
CCCc1nn2c(=O)cc(CSCC(=O)Nc3ccc(C)cc3)nc2s1 | -4 | 6% | ? | -1% | 6% | 2% | 63%[activator] | -19%[56.9 µM] | -28%
CCc1cc2c(SCc3ccc(C(=O)OC)o3)ncnc2s1 | 7 | -2% | 140%[activator] | 5% | 0% | 94%[activator] | 165%[activator] | -2% | 53%[activator]
COc1ccc(N(CC(=O)Nc2cc(OC)ccc2OC)S(=O)(=O)c2c(C)noc2C)cc1 | -2 | -5% | 9% | 5% | -1% | 5% | 29% | -29% | -29%
O=C(Nc1cccc(F)c1)Nc1ccc2c(c1)C(=O)OC2 | 0 | -1% | -10%[59 µM] | -16% | 1% | -14% | -8% | 4% | -5%
Cc1cc(C)nc(-n2nc(C)c(C3(O)C(=O)Nc4ccc(F)cc43)c2N)n1 (stereo unspecified) | -4 | -1% | ? | -29% | 14% | ? | 44%[activator] | -10% | -1%
COc1ccc(Br)cc1C1SCCN1S(C)(=O)=O (stereo unspecified) | 9 | -4% | 3%[2.33 µM] | 0% | 9% | 6% | 22% | 33% | 2%
O=C(NNC(=O)c1cc(OCC(F)(F)F)ccc1OCC(F)(F)F)c1cccc(C(F)(F)F)c1 | 10 | 3% | 70%[activator][59 µM] | 5% | 3% | -3% | 48% | 14% | 6%
Cc1cccc(NCC(=O)N/N=C/c2ccc(Br)cc2)c1 | 6 | 1% | 5% | 0% | 4% | -10% | 7% | 13% | -18%
CCOC(=O)CSCC(=O)Nc1c(C(=O)C2CC2)oc2ccccc12 | -1 | · | 21%[59 µM] | -16% | 1% | -4% | 49%[activator] | 22% | 18%
O=C1C(C2=C(O)c3ccccc3C2=O)=Nc2ccccc21 | -11 | -2% | · | ? | -10% | 32µM* | ? | ? | 40µM*
O=C(CSC1=NC(=O)C(c2ccccc2)C(=O)N1)Nc1cccc(Cl)c1 (stereo unspecified) | -2 | -1% | 13% | 0% | 20% | -10% | 14% | -4% | -20%

Three compounds already listed, arranged by the value under PI4K2A block, largest number first.
molecule	PI4K2A block	ERG Ets-DNA blk	G9a block	12-LOX inh	GLS inh	JMJD2A Tudor inh	HP1b binding inh	RGS4 inh	BAZ2B inh
COc1ccc(Br)cc1C1SCCN1S(C)(=O)=O (stereo unspecified)	9	-4%	3%[2.33 µM]	0%	9%	6%	22%	33%	2%
Cc1cccc(NCC(=O)N/N=C/c2ccc(Br)cc2)c1	6	1%	5%	0%	4%	-10%	7%	13%	-18%
COc1ccc(N(CC(=O)Nc2cc(OC)ccc2OC)S(=O)(=O)c2c(C)noc2C)cc1	-2	-5%	9%	5%	-1%	5%	29%	-29%	-29%

The listing continues:
SMILES | PI4K2A block | ERG Ets-DNA blk | G9a block | 12-LOX inh | GLS inh | JMJD2A Tudor inh | HP1b binding inh | RGS4 inh | BAZ2B inh
CC(C)(O)CN(CCCNC(=S)Nc1ccccc1)C(=S)Nc1ccccc1 | -5 | ? | · | -12% | 19% | -22% | 1% | -43% | ·
C[C@H](NC(=O)Cn1cncn1)c1ccccc1 | 1 | -4% | · | 1% | 15% | -11% | 17% | 12% | 4%
CC(=O)Nc1cccc(NC(=O)c2ccc(C)c([N+](=O)[O-])c2)c1 | -1 | -2% | -37% | -3% | 0% | -6% | 7% | 10% | -17%
COC(C/C=C/[C@@H](O)[C@H](C)OCc1ccccc1)OC | 3 | 1% | · | 18% | 2% | 5% | 40%[activator] | 5% | ·
Cc1ccc(S(=O)(=O)N2N=C3CCCCC3C2(O)C(F)(F)F)cc1 (stereo unspecified) | -2 | -2% | ? | 2% | 1% | -9% | 12% | -39% | -15%
Cc1ccc(C(=O)CN(CCCC(N)=O)S(=O)(=O)c2ccc([N+](=O)[O-])cc2)cc1 | 0 | -4% | -12%[2.33 µM] | -29% | 3% | -33% | 13% | -7% | 3%
COc1ccc(NCc2cccn2-c2nnc(N3CCCCC3)s2)cc1OC | 4 | 9% | ? | -26% | 18% | ? | ? | -7% | -29%[57.1 µM]
CC(O)CNc1ccc([N+](=O)[O-])cc1S(=O)(=O)N1CCOCC1 (stereo unspecified) | -5 | 12% | 7% | 23% | -3% | -9% | 54%[activator] | 5% | -9%
CC1(C)C(=O)N(c2ccccc2Cl)C(=O)c2ccccc21 | -2 | 2% | 79µM* | 11% | 0% | 2% | 38%[activator] | -9% | 7%

Compound activity (PubChem BioAssay)

This is a subset; the hit share may differ from the screen's.
